From PubChem
Menin MLL FP TR – qHTS Assay for Inhibitors Targeting the Menin-MLL Interaction in MLL Related Leukemias: Competition With Texas Red Labeled MLL-derived Mutant Peptide; Potency, µM (top dose mostly 61.6 µM), for inactives: top-dose FP activity change, negative = inhibition, usual class: inhibitors; O00255; actives 0.23% (n = 270,000); Menin + Texas Red MLL mutant peptide, fluorescence polarization; active = well fitted inhibition curve with a large enough effect in the polarisation, with a control signal flat, not every such curve was filed as active; inconclusive = small, poorly fitted or top-dose-only effect, or effect the other way, or a change in a side signal; inactive = no such curve, though single readings can be large or run the other way; the % refers to the polarisation; also: potency is read from the fitted curve at half-maximal effect; % of control where 0% means no effect; many of its hits are not listed in these tables
Target sequence (O00255 whole entry, looked up): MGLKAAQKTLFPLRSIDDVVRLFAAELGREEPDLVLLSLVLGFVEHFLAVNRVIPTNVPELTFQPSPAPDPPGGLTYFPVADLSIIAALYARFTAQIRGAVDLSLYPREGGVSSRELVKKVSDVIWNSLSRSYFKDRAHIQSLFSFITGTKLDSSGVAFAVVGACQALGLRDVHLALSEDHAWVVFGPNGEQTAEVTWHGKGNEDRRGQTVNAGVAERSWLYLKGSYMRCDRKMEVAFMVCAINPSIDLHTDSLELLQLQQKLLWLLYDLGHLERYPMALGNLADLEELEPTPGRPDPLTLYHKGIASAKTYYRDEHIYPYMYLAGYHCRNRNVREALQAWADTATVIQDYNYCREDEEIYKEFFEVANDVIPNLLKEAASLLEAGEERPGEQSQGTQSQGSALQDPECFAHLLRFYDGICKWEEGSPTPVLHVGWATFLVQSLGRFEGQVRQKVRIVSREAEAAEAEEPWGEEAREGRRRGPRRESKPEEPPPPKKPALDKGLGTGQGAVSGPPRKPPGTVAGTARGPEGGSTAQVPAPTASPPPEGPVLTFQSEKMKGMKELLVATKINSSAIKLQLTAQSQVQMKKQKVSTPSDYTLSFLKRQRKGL
Giardia kill – Small Molecules that selectively kill Giardia lamblia: qHTS. activity change, % at 7.66 µM, hits read low. actives 0.15% (n = 340,000). AID 540267, 2011. Giardia lamblia trophozoite viability; in the data active = activity change below about -80%; inconclusive = between about -30% and that limit;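 also: parasites exposed to compound for two days anaerobically before the ATP read; % is scaled to controls: 0 for no effect and ±100 for the full control effect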
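Each well holds 100 Giardia trophozoites and compound. After two days (48 hrs) at 37 deg C in anaerobic conditions, ATP is quantified by luminescence.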
VP16 counter – VP16 counterscreen qHTS for inhibitors of ROR gamma transcriptional activity; Potency, µM (titrated, usually from 53.6 µM), for the others: at the highest dose activity, negative = inhibition, most hits filed as inhibitors; AID 2546, 2010; actives 3.5% (n = 310,000); Drosophila S2 Gal4-VP16 UAS-luciferase, luminescence, 20 h;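 also: Gal4-VP16 expression switched on by copper sulfate through the metallothionein promoter; potency is read from the fitted curve at half-maximal effect; % is scaled to controls: 0 for no effect and ±100 for the full control effect; nearly all actives have a fitted effect of over 50% in size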
ELG1 genotoxic – qHTS screen for small molecules that induce genotoxicity in human embryonic kidney (HEK293T) cells expressing luciferase-tagged ELG1; HEK293T ELG1-luciferase reporter, luminescence, 16 h; Potency, µM (titrated, usually from 46 µM), inactives show at the highest dose activity change, positive = activation, most hits filed as activators; actives 1.3% (n = 330,000); also: potency is read from the fitted curve at half-maximal effect; % of control where 0% means no effect; nearly all actives have a fitted effect of over 60% in size
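After overnight (16 hr) compound treatment at 37 °C, ELG1-luciferase HEK293T cells were lysed with ONE-Glo; luminescence quantified 30 min later at room temperature.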
FLuc modulator – qHTS profiling assay for firefly luciferase inhibitor/activator using purifed enzyme and Km concentrations of substrates (counterscreen for miR-21 project); AID 588342, 2011; purified FLuc, Km substrates, luminescence inhibition; Potency, µM (highest dose often 57.5 µM), for inactives: top-dose activity change, negative = inhibition, hits mostly inhibitors; Luciferin 4-monooxygenase (Photinus pyralis), P08659; actives 6.9% (n = 360,000);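 also: potency is read from the fitted curve at half-maximal effect; plate controls were vehicle for no effect and reference inhibitor for full effect; nearly all actives have a fitted effect of over 55% in size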
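Biochemical qHTS of compounds, final roughly 60 µM downward over six points, against 10 nM purified firefly luciferase using Km concentrations of substrates (10 uM D-luciferin, 10 uM ATP) in Tris acetate pH 7.5 buffer; luminescence output.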
p53 reactivation – qHTS assay for re-activators of p53 using a Luc reporter. AID 504706, 2011. Potency, µM (doses to about 92.2 µM), inactives show at the highest dose activity change, positive = activation, usual class: activators. actives 0.063% (n = 320,000). H1299 p53-A138V BP100-luciferase reporter, luminescence, 24 h; also: potency is read from the fitted curve at half-maximal effect; % of control where 0% means no effect; nearly all actives have a fitted effect of over 45% in size
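p53-null H1299 cells stably carrying temperature-sensitive p53-A138V and a BP100-luciferase reporter were pinned with compounds (4-point, 1:5 series) and held 24 hrs at 37 deg C. Luminescence was read 10 min after detection reagent.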
BRCA1 expr up – qHTS Assay to Identify Small Molecule Activators of BRCA1 Expression | MCF7-BRCA1-FFLuc reporter, luminescence, 48 h; response scale: scaled: vehicle 0%, 10 µM genistein 100% | Potency, µM (top dose mostly 46.1 µM), inactives show at the highest dose activation, most hits filed as activators | actives 1.1% (n = 380,000); also: potency is read from the fitted curve at half-maximal effect; nearly all actives have a fitted effect of over 80% in size; some results filed as inactive show a strong effect at the top dose
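Luminescence from a BRCA1-driven firefly luciferase in MCF7 cells was the read-out, taken 15 min after substrate addition following 48 h compound exposure at 37 °C. Data were normalized to a 10 microM genistein control and DMSO vehicle.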
PKM2 act – qHTS Assay for Activators of Human Muscle isoform 2 Pyruvate Kinase. purified PKM2, Kinase-Glo ATP luminescence, activation; response scale: 0% is enzyme alone, no compound. actives 0.34% (n = 260,000). Potency, µM (series often up to 57.5 µM), inactives show top-dose activation, usual class: activators. AID 1631, 2009. Pyruvate kinase PKM (Homo sapiens), P14618; also: potency is read from the fitted curve at half-maximal effect; % is scaled to controls: 0 for no effect and ±100 for the full control effect; nearly all actives have a fitted effect of over 55% in size
Target sequence (P14618 whole entry, looked up, canonical isoform): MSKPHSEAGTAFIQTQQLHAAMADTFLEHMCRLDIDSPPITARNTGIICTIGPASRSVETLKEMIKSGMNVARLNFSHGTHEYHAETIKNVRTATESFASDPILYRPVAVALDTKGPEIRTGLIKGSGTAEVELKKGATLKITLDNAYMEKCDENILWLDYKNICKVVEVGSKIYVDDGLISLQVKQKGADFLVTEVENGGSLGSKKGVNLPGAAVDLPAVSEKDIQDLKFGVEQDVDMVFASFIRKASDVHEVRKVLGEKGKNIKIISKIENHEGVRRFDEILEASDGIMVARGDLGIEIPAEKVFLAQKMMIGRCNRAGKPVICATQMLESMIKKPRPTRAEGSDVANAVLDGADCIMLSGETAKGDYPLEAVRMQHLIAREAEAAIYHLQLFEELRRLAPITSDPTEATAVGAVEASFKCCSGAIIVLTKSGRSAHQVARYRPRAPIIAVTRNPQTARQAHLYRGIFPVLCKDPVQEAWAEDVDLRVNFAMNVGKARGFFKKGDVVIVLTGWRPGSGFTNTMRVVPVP
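Purified hPK-M2 (>95% pure) converted ADP (0.1 mM final) to ATP with 0.5 mM PEP in 50 mM imidazole pH7.2, KCl, MgCl2, Tween 20, BSA; 1 h at room temperature. ATP detected by Kinase-Glo luminescence.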
RORgamma inh – qHTS for inhibitors of ROR gamma transcriptional activity; Nuclear receptor ROR-gamma (Mus musculus), P51450; Drosophila S2 Gal4-RORgamma UAS-luciferase reporter, 20 h; Potency, µM (top dose mostly 53.6 µM), inactives show top-dose activity change, negative = inhibition, actives largely listed as inhibitors; actives 5.4% (n = 310,000); AID 2551, 2010; also: potency is read from the fitted curve at half-maximal effect; % is scaled to controls: 0 for no effect and ±100 for the full control effect; nearly all actives have a fitted effect of over 60% in size
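Schneider cells (Drosophila), stable Gal4 DBD–ROR gamma + UAS-luc; 1 hr cmpd preincubation; Cu2+ induction 700 uM final; 20 hr ambient; luminescence.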
Rab9 promoter act – qHTS Assay for Rab9 Promoter Activators; Huh7 Rab9 promoter-luciferase reporter, luminescence, 24 h; actives 2.8% (n = 320,000); AID 485297, 2010; Potency, µM (doses to about 9.22 µM), inactives show at the highest dose activation, negative = inhibition, usual class: activators; also: potency is read from the fitted curve at half-maximal effect; % of control where 0% means no effect; nearly all actives have a fitted effect of over 60% in size
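Steps: seed 1500 Huh7 Rab9-luc cells per well, rest 2 h at 37 °C; add compound in DMSO; incubate 24 h; add luciferase reagent, 10 min ambient; read luminescence.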
NPC1 prom act – qHTS Assay for NPC1 Promoter Activators; actives 2.4% (n = 320,000); Potency, µM (top dose mostly 9.22 µM), without a hit: at the top dose activation, actives largely listed as activators; Huh7 NPC1 promoter luciferase reporter, 24 h;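 also: potency is read from the fitted curve at half-maximal effect; % of control where 0% means no effect; nearly all actives have a fitted effect of over 60% in size; reporter is driven by a mutant NPC1 promoter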
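Cells: Huh7 expressing luciferase under the NPC1 promoter, 1500/well. Seeded 2 h, compound added, incubated 24 h at 37 °C. Luciferase reagent, 10 min ambient, then luminescence.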
Active calls of the source: *; ? = inconclusive; . = not tested or not shown; & = joins results of further samples; [ ] = dose if it differs, or a comment. Unless noted, calls follow the shape of the dose curve; as a rule, active = well fitted curve in the direction sought with a large enough effect; inconclusive = small, poorly fitted or top-dose-only effect, or another doubt; inactive = no such curve, though single readings can be large; an effect the other way counts as inactive or inconclusive.

SMILES | Menin MLL FP TR | Giardia kill | VP16 counter | ELG1 genotoxic | FLuc modulator | p53 reactivation | BRCA1 expr up | PKM2 act | RORgamma inh | Rab9 promoter act | NPC1 prom act
CCOC(=O)C(C)n1cnc2c(nnn2-c2ccccc2)c1=O (configuration not stated) | 6% | 5 | -12% | 12% | -13% | . | 51% | 1% | -17% | 1% | -1%
Cc1cc(C)c(C#N)c(Sc2ccccc2N)n1 | 5% | 12 | -1% | ? | 15µM* | 27% | -43% | 15% | -1% | 2% | 3%
CN(C(=O)CSc1nc2c(c(=O)[nH]1)CCCC2)C1CCCCC1 | -7% | 7 | -6% | 18% | 0% | ? | 0% | -17% | 11% | -5% | -9%
Cc1ccccc1NC(=O)C1CCCN(S(=O)(=O)c2ccc(-n3cnnn3)cc2)C1 (configuration not stated) | ? | 4 | 2% | -11% | 1% | 1% | -22% | 10% | ? | -2% | -6%
CC(=O)c1cccc(OCC(=O)Nc2cccc(C(=O)Nc3c(C)n(C)n(-c4ccccc4)c3=O)c2)c1 | . | -1 | . | -4% | . | 9% | 6% | . | . | 16% | -1%
CCN(CCn1cccn1)C(=O)CCc1nnc(-c2ccccc2)o1 | -8% | -19 | -24% | 11% | ? | 8% | ? | -1% | 24% | 17% | 9%
CS(=O)(=O)N(CC(=O)Nc1ccc(F)c(F)c1)c1cccc([N+](=O)[O-])c1 | 14% | 5 | 2% | 1% | -1% | -14% | 0% | -6% | 25% | 9% | 0%
O=C(N=C1SCC(=O)N1c1ccccc1Cl)c1ccco1 | ? | -9 | 10% | ? | ? | ? | ? | 13% | -14% | ? | ?
O=C(Nc1ccc2c(c1)OCO2)Nc1ccc(Cl)cc1Cl | -6% | -9 | 5% | ? | 4.8µM* | 10% | 1%[1.84 µM] | -4% | 17% | ? | ?
O=C1C(Cl)=C(NCCN2CCCCC2)C(=O)c2ccccc21 | -17% | 4 | ? | -24% | -4% | -13% | -93% | -2% | 10µM* | -35%[inhibitor] | -47%[inhibitor]
Cc1cccc(NC(=O)c2ccc(Cl)c(NC(=O)c3ccncc3)c2)c1C | -4% | -3 | -1% | -2% | 2% | -8% | -30% | -5% | 20% | 1% | -5%
C/C(=N\NC(=O)c1c(Br)cnn1C)c1ccc(NC(=O)c2ccc(F)cc2)cc1 | 21% | 5 | 27% | 16µM* | 4% | 26% | 7.9µM* | -4% | -21% | 2% | 12%
NC(=O)c1ccc(-n2nnnc2Oc2ccc(Br)cc2)cc1 | 10% | 2 | 5% | 1% | -2% | -1% | -4% | . | -33% | -1% | 0%
C/C(=N\NC(=O)CNc1cccc(C(F)(F)F)c1)c1cccs1 | 10% | -4 | 8% | 0% | -16% | 1% | -25% | -1% | 40% | 0% | -2%
COc1ccc(CCn2c(=O)[nH]c3cc(C(=O)NCCCN4CCOCC4)ccc3c2=O)cc1OC | . | -15 | 2% | -2% | -4% | 0% | 20% | -12% | -1% | -2% | 2%
CC(C)=Nc1ccccc1C1COC(=O)C1=N (configuration not stated) | -4% | -26 | 2% | -2% | 1% | 3% | -3% | 5% | 7% | 0% | -2%
CN(Cc1ccccc1F)c1nc(-c2cccs2)nc2ccccc12 | -6% | -16 | -2% | 3% | -7% | 9% | -36% | -22% | 16% | 1% | 0%
CN1CCN(C(=O)CSc2nnc(COc3ccc(Cl)cc3)o2)CC1 | -25% | -8 | -4% | 4% | -18% | -4% | -2% | . | -17% | 3% | 10%
O=P1(O)C=C(c2ccccc2)OC(c2ccccc2)=C1 | -18% | 3 | -8% | ? | ? | ? | 8% | -19% | 45% | 9% | 5%
CC(C)n1c(SCC(=O)NC2CCCCC2)nnc1-c1ccco1 | -4% | 4 | -23% | -3% | -2% | -4% | -19% | -3% | 4% | 0% | -2%
Cc1nc2nc(NCc3cccs3)nn2c(C)c1Cl | -11% | 2 | 4% | ? | -10% | 11% | 35% | 12% | 24% | 7% | 8%
COc1ccccc1N1CCN(C2CCCN(Cc3cc(F)cc(F)c3)C2)CC1 (configuration not stated) | -5% | -27 | -1% | -9% | 8% | . | -2% | 1% | -5% | -7% | -3%
COc1ccc(S(=O)(=O)N2CCN(Cc3ccco3)CC2)cc1 | -23% | 7 | 5% | 0% | -1% | -19% | -8% | -1% | -42% | -1% | -4%
CCCCc1ccc(Nc2nc(N3CCOCC3)nc(N3CCOCC3)n2)cc1 | 2% | -18 | 0% | -1% | -2% | 4% | -5% | -1% | 13% | 0% | -1%
Cc1ccc(S(=O)(=O)c2c(C)nn(C(C)(C)C)c2OC(=O)CC(C)C)cc1 | -9% | ? | 8% | -13% | 1% | 4% | -73% | 4% | 0% | -24% | -3%
SMILES | Menin MLL FP TR | Giardia kill | VP16 counter | ELG1 genotoxic | FLuc modulator | p53 reactivation | BRCA1 expr up | PKM2 act | RORgamma inh | Rab9 promoter act | NPC1 prom act
CC(=O)N/N=C(\C)CCc1ccccc1 | 5% | -21 | -10% | -2% | -1% | 1% | 11% | 1% | -9% | 1% | -8%
O=C(c1ccc(Cl)c(S(=O)(=O)NCc2ccccc2)c1)N1CCN(c2ccccn2)CC1 | -16% | 2 | -9% | -7% | -1% | -7% | -79% | -5% | 9% | 0% | -5%
COc1ccc(OC)c(CNn2c(-c3ccccc3F)nc3ccccc3c2=O)c1 | -20% | -5 | 1% | -19% | 1% | -1% | 0% | 8% | -2% | -3% | -5%
O=C(NCCC(=O)N1CCN(S(=O)(=O)c2ccccc2Cl)CC1)Nc1ccccc1 | . | -19 | . | 0% | . | 11% | 11% | . | . | 1% | -2%
CCCNS(=O)(=O)c1ccc(OCC(=O)N2CCc3ccccc3C2)c(C)c1 | 6% | -11 | -5% | -4% | 2% | . | 2% | 2% | 42% | 1% | -7%
O=C(NCCc1ccc(Cl)cc1)C1CCC(CNc2c(N3CCCCC3)c(=O)c2=O)CC1 (configuration not stated) | -8% | -25 | -1% | 0% | -3% | -1% | 9% | -1% | -5% | -6% | -4%
CCc1ccc2[nH]c3nc(SCc4nnc(-c5ccc(C)cc5)o4)nnc3c2c1 | 3% | -2 | 0% | ? | 3% | -1% | -11% | -6% | 6% | -8% | -3%
CCOC(=O)c1ccc(S(=O)(=O)Nc2nc3cc(S(=O)(=O)NC4=NCCCCC4)ccc3s2)cc1 | ? | 7 | ? | 3% | ? | 0% | 1% | 19% | 14µM* | 13% | -5%
CN(NS(=O)(=O)c1ccc(Cl)cc1)c1ncc(C(F)(F)F)cc1Cl | -7% | -27 | 3.2µM* | 0% | -1% | 4% | -11% | 10% | 2.2µM* | 1% | -2%
CCOc1cccc(CN(CC)CC2CCCN(CCc3cccc(OC)c3)C2)c1O (configuration not stated) | ? | -11 | -3% | -8% | 1% | 11% | -28% | 5% | 1%[1.91 µM] | 0% | 1%
Cc1ccc(NC(=O)Cn2sc3nc(C)cc(C)c3c2=O)c(Cl)c1 | . | 34[activator] | ? | 1% | 11µM* | -11% | 7% | 3.5µM* | ? | -4% | 3%
Cc1ccc(-c2nn3c(C)nnc3s2)cc1NC(=O)c1ccc(-c2cccc(Cl)c2)o1 | -9%[11.7 µM] | 10 | 4% | -8%&-4% | ? | -6% | -24%&2% | -2% | 5% | 1% | -9%
Cc1cc(C(=O)N2CCN(C/C=C/c3ccccc3)CC2)cs1 | -4% | 11 | 21% | 2% | 2% | 4% | 20% | 1% | 29% | -2% | 1%
N#CC1=C(N)Oc2cc(N)ccc2C1c1cccc(Br)c1 (configuration not stated) | ? | -2 | -15% | ? | 9% | -42%[inhibitor] | -35% | 0%[11.5 µM] | -21% | -9% | -13%
CCCc1ccc(C(=O)N2CCN(c3ccccc3OCC)CC2)cc1 | -24% | 2 | -13% | -23% | 3% | -2% | -23% | 2% | ? | -2% | -4%
COc1ccc(NC(=O)c2c(C)nn(Cc3ccccc3)c2C)cc1S(=O)(=O)N(C)C | -27% | 18 | 1% | -5% | -1% | -7% | 0% | . | ? | 1% | -1%
CCOC(=O)C(=NCCCN(C)C)NNc1cc(C(F)(F)F)ccc1Cl | -6% | -4 | -7% | -1% | -3% | 5% | 0% | 23% | -1% | -3% | 8%
COc1cccc(C2C(C(C)=O)=C(C)Nc3ncnn32)c1 (configuration not stated) | 12% | -13 | -7% | -4% | 1% | 0% | -12% | . | 8% | 2% | 3%
Nc1nc(-c2ccc3c(c2)CCC(=O)N3)cs1 | -30% | 24 | 18% | ? | ? | 0% | 53% | 4% | 8% | 28% | 8%

Only part of the results is shown. The share of hits here may be higher or lower than overall.
